High-throughput results: PubChem, National Center for Advancing Translational Sciences (NCATS)
EPAC1 antagonist = qHTS for Antagonist of cAMP-regulated guanine nucleotide exchange factor 3 (EPAC1): primary screen; Potency, µM (highest dose often 115 µM), inactives show top-dose activity change, negative = inhibition, hits mostly inhibitors; AID 720709, 2013; 360,000 tested, 0.14% active; Rap guanine nucleotide exchange factor 3 (Homo sapiens), O95398; EPAC1 GEF assay, Rap1b-BODIPY-GDP exchange fluorescence;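 further: potency means the concentration at half of the fitted maximal effect; plate controls were vehicle for no effect and positive control for full effect; nearly all actives have a fitted effect of over 50% in size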
EPAC1 ag = qHTS for Agonist of cAMP-regulated guanine nucleotide exchange factor 3 (EPAC1): primary screen | EPAC1 agonist qHTS, biochemical assay; response scale: 100% = response to 6.5 mM cAMP | Rap guanine nucleotide exchange factor 3 (Homo sapiens), O95398 | 360,000 tested, 0.073% active | Potency, µM (top dose mostly 154 µM), inactives show top-dose activation, hits mostly activators; further: potency means the concentration at half of the fitted maximal effect; nearly all actives have a fitted effect of over 60% in size
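EPAC1 100 nM, Rap1B–BODIPY-GDP 250 nM, unlabeled GDP 50 uM; compound titration; 5 min RT; kinetic read ex480/em540 at 5-min intervals ×30 min; data normalized to 6.5 mM cAMP agonist control.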
PTHR1 agonist = qHTS for PTHR1 Agonists: Primary Screen; Parathyroid hormone/parathyroid hormone-related peptide receptor (Homo sapiens), Q03431; HEK293 GP2 PTHR1 cells, GloSensor cAMP luminescence, 1 h; Potency, µM (titrated, usually from 115 µM), inactives show top-dose activation, most hits filed as activators; 410,000 tested, 0.075% active; further: potency means the concentration at half of the fitted maximal effect; nearly all actives have a fitted effect of over 55% in size; some results filed as inactive show a strong effect at the top dose; inactives centre near -15; many of its hits are not listed in these tables
Target sequence (Q03431 whole entry, looked up): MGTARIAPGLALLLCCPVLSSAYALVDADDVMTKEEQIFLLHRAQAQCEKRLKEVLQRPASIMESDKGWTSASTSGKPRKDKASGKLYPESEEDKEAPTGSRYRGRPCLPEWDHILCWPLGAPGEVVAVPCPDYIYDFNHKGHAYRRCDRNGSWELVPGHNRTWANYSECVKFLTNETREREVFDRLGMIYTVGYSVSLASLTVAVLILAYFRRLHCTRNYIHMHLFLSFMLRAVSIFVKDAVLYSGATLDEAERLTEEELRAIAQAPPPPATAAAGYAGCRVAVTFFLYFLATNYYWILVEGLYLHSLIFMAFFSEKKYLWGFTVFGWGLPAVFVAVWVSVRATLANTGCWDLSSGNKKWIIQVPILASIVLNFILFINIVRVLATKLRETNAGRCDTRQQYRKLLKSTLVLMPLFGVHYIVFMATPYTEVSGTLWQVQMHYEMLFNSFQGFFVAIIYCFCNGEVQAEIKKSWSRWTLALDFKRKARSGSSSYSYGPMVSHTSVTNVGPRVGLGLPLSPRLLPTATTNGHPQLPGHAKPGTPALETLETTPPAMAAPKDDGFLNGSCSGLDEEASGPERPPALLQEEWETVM
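HEK-293-derived GP2 cells expressing PTHR1 and a GloSensor cAMP reporter, 3,000/well, plated overnight, given luciferin plus IBMX (each 0.5 mM as added) for 1 h at 37 °C, then compound for 1 h at 37 °C. Luminescence was read after 15 min at room temperature.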
GLP1R cytotox = qHTS of GLP-1 Receptor Inverse Agonists: Cytotox Screen. HEK293 cAMP-luciferase reporter cells, luminescence, 24 h. Potency, µM (series often up to 38.3 µM), inactives show top-dose activity change, negative = inhibition, actives largely listed as inhibitors. 410,000 tested, 0.13% active. AID 624418, 2012;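 further: loss of luciferase light is scored as toxicity; potency means the concentration at half of the fitted maximal effect; on the % scale 0 is the no-effect control and ±100 the full control effect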
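Step one: seed cells (200 cells/uL, DMEM with 10% Nu serum, 1% pen-strep). Step two: 12-hour incubation at 37 deg C. Step three: pin 23 nL compound, incubate 24 hr. Step four: add luciferase reagent, read luminescence 12 min later.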
PI5P4K alpha inh = qHTS for Inhibitors of phosphatidylinositol 5-phosphate 4-kinase (PI5P4K); PI5P4Kalpha enzyme, ADP-Glo luminescence, 60 min; stronger effect = lower value; max response, %; 330,000 tested, 1.2% active; AID 652105, 2013; active means max response of -50% or lower; inconclusive means between -30% and -50%; inactive means -30% or higher; further: value at the top dose of about 77 µM; on the % scale 0 is the no-effect control and ±100 the full control effect
Target sequence (P48426 whole entry, looked up): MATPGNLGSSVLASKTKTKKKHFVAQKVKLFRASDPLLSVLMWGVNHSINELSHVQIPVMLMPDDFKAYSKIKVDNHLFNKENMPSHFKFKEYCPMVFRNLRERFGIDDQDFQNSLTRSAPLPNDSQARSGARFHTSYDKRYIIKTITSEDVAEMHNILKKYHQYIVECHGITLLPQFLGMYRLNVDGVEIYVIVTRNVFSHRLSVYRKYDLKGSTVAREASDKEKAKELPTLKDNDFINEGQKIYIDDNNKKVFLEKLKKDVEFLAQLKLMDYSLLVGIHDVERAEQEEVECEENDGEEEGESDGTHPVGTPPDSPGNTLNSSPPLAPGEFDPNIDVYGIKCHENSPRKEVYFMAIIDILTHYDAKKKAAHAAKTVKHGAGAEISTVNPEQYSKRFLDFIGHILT
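ADP-Glo luminescence end-point after a 60 min room-temperature kinase reaction. PI5P4Kalpha and substrate in HEPES pH 7.4 buffer with EGTA, 0.1% CHAPS and 5% DMSO; ATP at 5 microM final.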
GLP1R ag = qHTS of GLP-1 Receptor Agonists | Glucagon-like peptide 1 receptor (Homo sapiens), P43220 | HEK293 GLP-1R CRE-luciferase, luminescence, 4-6 h; cells express a hypersensitive GLP-1R form | Potency, µM (doses to about 45.6 µM), for inactives: top-dose activation, usual class: activators | 380,000 tested, 0.007% active | AID 624172, 2012; further: potency means the concentration at half of the fitted maximal effect; % of control where 0% means no effect
PLK1 PBD inh = qHTS for Inhibitors of PLK1-PDB (polo-like kinase 1 - polo-box domain): Primary Screen. Plk1 PBD binding of FITC phosphopeptide, fluorescence polarization. AID 720504, 2013. Potency, µM, for inactives: max response, negative = inhibition, actives largely listed as inhibitors. 360,000 tested, 2.8% active; further: potency means the concentration at half of the fitted maximal effect; series mostly up to about 57 µM; on the % scale 0 is the no-effect control and ±100 the full control effect; nearly all actives have a fitted effect of over 65% in size
IL-2 act = qHTS of IL-2 Activators | IL-2 activation reporter assay, cell-based qHTS; stimulated with anti-CD3/CD4/CD28 beads; in transgenic mouse T cells | activation, % (series mostly up to about 46 µM) | 360,000 tested, 0.065% active | AID 652025, 2013; in the data active means activation above about 50%; inconclusive means mostly about 30% to 49%; further: 0% is about no effect
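Unstimulated transgenic mouse T cells; 60-min compound exposure; bead-based TCR/CD4/CD28 stimulation; 18 h culture, 37 degrees C; dual fluorescence (EGFP, DsRed) plate cytometry.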
GLP1R inv ag = qHTS of GLP-1 Receptor Inverse Agonists (Inhibition Mode); HEK293 GLP-1R CRE-luciferase, luminescence, 24 h; GLP-1R form is constitutively active; Glucagon-like peptide 1 receptor (Homo sapiens), P43220; Potency, µM (highest dose often 38.3 µM), inactives show at the top dose activity change, negative = inhibition, hits mostly inhibitors; 410,000 tested, 1.6% active; further: potency means the concentration at half of the fitted maximal effect; on the % scale 0 is the no-effect control and ±100 the full control effect; nearly all actives have a fitted effect of over 55% in size
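Inverse agonism was detected as reduced cAMP-driven luciferase luminescence after 24 h compound treatment. The cells were HEK293 clones expressing constitutively active human GLP-1R with the reporter. Reporter-only and GPR119 cell lines served as counterscreen controls.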
Active calls of the source: *; i = inactive; ? = inconclusive; / = no result given; [ ] = another dose, or the depositor's remark. Unless noted, the call rests on the fitted dose curve; in most records, active means well fitted curve in the direction sought with a large enough effect; inconclusive means small, poorly fitted or top-dose-only effect, or another doubt; inactive means no such curve, though single readings can be large; an effect the other way counts as inactive or inconclusive.

Screens in order: PTHR1 agonist	GLP1R ag	GLP1R cytotox	GLP1R inv ag	PI5P4K alpha inh	IL-2 act	EPAC1 antagonist	PLK1 PBD inh	EPAC1 ag
CC1=C(C(N)=O)C(c2cccs2)n2ncnc2N1 (configuration not stated)
  i	0%	7%	16%	-2	0.2	3%	-5%	-1%
O=C(Nc1ccccn1)C1CCN(S(=O)(=O)c2ccc3c(c2)OCCCO3)CC1
  ?	-32%[inhibitor]	-4%	3%	-4	1.5	-16%	-16%	-6%
CS/C(=N\N(C)C(N)=O)c1ccccc1
  i	-1%	6%	2%	6	0.1	4%	-4%	2%
Fc1ccc(N2CCN(Cc3cn[nH]c3-c3ccccc3)CC2)cc1
  i	7%	-2%	?	6	-3.3	-4%	-1%	4%
Cc1nn(C)c(C)c1S(=O)(=O)N1CCCC(C(=O)NC2CCCCC2)C1 (configuration not stated)
  i	-3%	-9%	11%	-1	-1.2	-13%	-3%	0%
CCOCCCN(C)C1CCN(C(=O)c2oc3ccccc3c2NC(=O)Cc2cccc([N+](=O)[O-])c2)CC1
  15%	15%	-4%	?	-2	-1.4	?	-8%	-9%
CCN(CC(=O)NCc1cccs1)C(=O)CCOc1ccccc1
  i	1%	10%	-1%	-13	-1.0	5%	7%	-3%
CCC(C)N(C(=O)CSc1nc(-c2ccccc2)cs1)C1CCS(=O)(=O)C1 (configuration not stated)
  -7%[57.5 µM]	3%	14%	-24%	12	-0.2	-12%	-16%	-1%
Cc1ccc(NC(=O)CN2CCC(NC(=O)c3ccccc3F)CC2)cc1C
  -11%	2%	3%	-12%	8	0.1	-9%	?	1%
CCNC(=S)Nc1ccc2c(c1)oc1ccccc12
  -12%	5%	-4%	?	2	-0.3	-2%	0%	16%
CC[C@]12c3[nH]c4ccc(Cl)cc4c3CCN1C(=O)[C@@H](CC(=O)NCCCOC)C[C@@H]2C(=O)N1CCN(C(=O)c2ccco2)CC1
  -20%	-4%	3%	-6%	7	-0.1	-6%	4%	-3%
CCOc1ccc(NC(=O)C2CCCN(c3nn4c(=O)cc(C)nc4s3)C2)cc1 (configuration not stated)
  i	-5%	15%	3%	-2	0.0	-16%	3%	8%
COc1ccccc1NC(=O)NCc1cccn1Cc1ccccc1
  i	-2%	-6%	?	/	/	/	/	/
CCOC(=O)C1=C(C)N(C)C(=O)NC1c1ccccc1OC (configuration not stated)
  i	12%	10%	-1%	1	1.6	-1%	-9%	9%
Cn1c(=O)n(CCOc2ccccc2Cl)c2ccccc21
  -31%[inhibitor]	30%	-11%	10%	8	-3.1	-13%	-4%	-3%
COc1ccccc1CNCC(=O)NCc1ccc(C)cc1
  -16%	-3%	2%	-12%	-3	0.0	-5%	-21%	13%
Cc1sc(NC(=O)C2C3CCC(O3)C2C(=O)O)c(C(=O)OC(C)C)c1-c1ccc(Cl)cc1 (configuration not stated)
  i	-13%	15%	8%	?	6.2	3%	7.5µM*	1%
COc1cc(OC)c2c(-c3cccc(-c4cccc(C)c4)c3)cc(=O)oc2c1
  -17%	11%	-14%	?	22	-0.6	1%	-18%	-2%
COc1ccccc1N(CC(=O)NC(C)(C)C)C(=O)Cn1nnc(-c2ccc(C)o2)n1
  -17%[57.5 µM]	-1%	3%	-2%	/	3.0	9%	-3%	-4%
Cc1cn([C@H]2C[C@H](O)[C@@H](CCC(=O)NCc3cccs3)O2)c(=O)[nH]c1=O
  -25%	1%	5%	23%	7	-0.4	-7%	-2%	4%
COc1ccccc1NC(=O)c1c(C)nn(-c2ccccc2)c1Cl
  -13%	6%	6%	-3%	5	-0.3	-7%	-6%	13%
CC(C)(CC(=O)O)CC(=O)Nc1ccccc1Oc1ccccc1
  i	0%	-5%	-9%	-10	0.3	-6%	-5%	10%
O=C(NCCCN1CCCC1=O)c1cc(-c2cccnc2)nc2ccc(Cl)cc12
  i	1%	-3%[7.66 µM]	14%[7.66 µM]	-8	0.2	1%	0%	-4%
Cc1cc(Cl)cc(Cl)c1OCCOc1cccc2cccnc12
  -32%[inhibitor][57.5 µM]	1%	-24%	8.9µM*	20	1.8	0%	-4%	9%
O=C(CN(Cc1ccco1)C(=O)CNS(=O)(=O)c1ccccc1)NCc1ccc(F)cc1
  i	-11%	6%	0%	0	0.0	-6%	2%	21%
CCc1ccc(Sc2cc(C(=O)NC(C)CC)c3ccccc3n2)cc1 (configuration not stated)
  -55%[inhibitor]	2%	4%	1%	/	/	/	/	/
CSc1nsc2nc(=O)c(/C=C3\C=Nc4ccccc43)c(N)n12
  -82%[inhibitor]	-5%	-11%	?	-56*	-0.6	?	?	16%
Cc1ccc(Nc2nc(N)nc(-c3oc4ccccc4c3C)n2)cc1
  -15%	?	-42%	-60%	38	-3.1	-15%	-1%	-11%
CC(C)c1ccccc1OCCCCCN1CCOCC1
  i	0%	5%	?	-6	-2.9	-24%	-9%	5%
COc1ccc(Nc2c(CCc3ccccc3)nc3nc(C)cc(C)n23)cc1
  -95%[inhibitor]	6%	-14%	0%	1	-1.1	-1%	-6%	10%
COc1ccc(NC(=O)CSc2nc(SC)ns2)c(OC)c1
  -6%	27%	-4%	3%	-2	0.1	1%	-17%	11%
CCCCNc1nnc(Cc2ccc(Cl)cc2)c(=O)[nH]1
  -10%	-4%	4%	-22%	-3	-1.6	-2%	-4%	11%
CCCCc1ccc(NC(=O)Nc2cnccn2)cc1
  -18%	8%	8%	?	21	-0.9	12%	0%	-10%
O=C(Nc1ncc(Cc2cccc(C(F)(F)F)c2)s1)C1CCCO1 (configuration not stated)
  -29%	19%	0%	?	2	-0.7	-10%	-12%	-2%
CC1CCN(S(=O)(=O)c2ccc(C(=O)NNC(=O)C3CC3)cc2)CC1
  -53%	1%	-5%	9%	1	-0.7	-1%	-6%	0%
CC(O)C(NS(=O)(=O)c1ccc(Cl)cc1)C(=O)OCC(=O)c1ccc2c(c1)NC(=O)CO2 (configuration not stated)
  -20%	-3%	-17%	1%	1	0.8	7%	2%	-4%
O=C(c1cccc(Oc2c(Cl)cccc2[N+](=O)[O-])c1)N1CCOCC1
  -11%	3%	11%	-7%	-2	-4.1	-24%	0%	5%
CSc1nc(C)cc(SC(C(C)=O)C(=O)Nc2ccccc2)n1 (configuration not stated)
  23%[57.5 µM]	14%	50%[activator]	16%	?	-1.4	0%	27µM*	4%
[O-][n+]1ccc(C2CC2)cc1
  -3%	0%	-12%	1%	0	-1.7	12%	2%	-4%
CCc1noc(C)c1C(=O)N(CC)c1nc2c(C)cccc2s1
  -6%	20%	11%	?	11	-4.5	3%	3%	3%
CCCC[C@@H]1C=C(C(=O)O)[C@H](c2ccc(C)cc2)N1S(=O)(=O)c1ccc(C)cc1
  -1%	0%	4%	-24%	5	1.5	-13%	-14%	-5%
O=C(Cc1ccccc1)Nc1ncccc1Cl
  i	9%	14%	56%[activator]	8	4.2	-26%	-13%	3%
COc1ccc(O)c(CN2CCC(n3nccc3NC(=O)c3ccccc3Cl)CC2)c1
  i	-1%	-19%	-20%	6	-0.8	0%	-1%	-7%
CCn1cnc2c1c(=O)n(Cc1nnc3n1-c1ccccc1SC3)c(=O)n2Cc1ccccc1
  -7%[57.5 µM]	-2%	2%	-17%	-5	0.1	-4%	-2%	11%
CCOC(=O)C(Cc1ccccc1)NC(=O)CCc1nnc2ccc(N3CCOCC3)nn12 (configuration not stated)
  -20%	0%	-5%	5%	1	-1.0	?	-24%	-4%
COc1ccc(NC(=O)Cc2nc3ccccc3[nH]2)cc1
  -11%[57.5 µM]	-47%[inhibitor]	?	-19%	4	2.0	9%	-6%	2%
CCCC(c1nnnn1Cc1ccc(OC)cc1)N1CCN(c2ccccc2OC)CC1 (configuration not stated)
  -22%	16%	0%	10µM*	2	-2.1	-27%	-12%	15%
O=C(COC(=O)/C=C/c1ccc(OC(F)F)cc1)NC(=O)NCc1ccccc1
  -9%	4%	-3%	-13%	2	0.9	-17%	-2%	-14%
CN(CCOc1ccccc1)C(=O)c1cc(S(=O)(=O)N2CCOCC2)c(Cl)cc1Cl
  -42%[inhibitor]	1%	-16%	-17%	-1	-4.5	-5%	2%	4%
COc1ccccc1CNC(=O)COC(=O)c1cccs1
  -5%	-5%	3%	8%	-2	1.1	4%	2%	5%

Some of the compounds tested, so the mix of outcomes need not match the whole.
